High-throughput results from PubChem.
CHT inh = inhibitors of human choline transporter CHT; CHT-expressing cells, membrane potential dye, choline response; active compounds read low; High affinity choline transporter 1 (Homo sapiens), Q9GZV3; B-score at 10 µM; 310,000 tested, 0.86% active;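 active = B-score over 3 SD under the library average, and starting fluorescence ratio not unusually high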;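 note: choline stimulus applied at its EC90 after an EC20 pre-addition; B-score computed on integrated fluorescence ratio after choline addition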
KCNQ2 block = KCNQ2 potassium channel inhibitors, primary screen, cell-based, CHO-K1, FluxOR thallium flux, B-score (AID 2156) | Potassium voltage-gated channel subfamily KQT member 2 (Rattus norvegicus), O88943 | 20 min; active compounds read low | B-score at 10 µM | 310,000 tested, 1.1% active;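 active = fluorescence ratio B-score at most minus 3 library SDs, with starting brightness B-score within 2 library SDs, cut at about -5.5 in these data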
Target sequence (O88943 whole entry, looked up): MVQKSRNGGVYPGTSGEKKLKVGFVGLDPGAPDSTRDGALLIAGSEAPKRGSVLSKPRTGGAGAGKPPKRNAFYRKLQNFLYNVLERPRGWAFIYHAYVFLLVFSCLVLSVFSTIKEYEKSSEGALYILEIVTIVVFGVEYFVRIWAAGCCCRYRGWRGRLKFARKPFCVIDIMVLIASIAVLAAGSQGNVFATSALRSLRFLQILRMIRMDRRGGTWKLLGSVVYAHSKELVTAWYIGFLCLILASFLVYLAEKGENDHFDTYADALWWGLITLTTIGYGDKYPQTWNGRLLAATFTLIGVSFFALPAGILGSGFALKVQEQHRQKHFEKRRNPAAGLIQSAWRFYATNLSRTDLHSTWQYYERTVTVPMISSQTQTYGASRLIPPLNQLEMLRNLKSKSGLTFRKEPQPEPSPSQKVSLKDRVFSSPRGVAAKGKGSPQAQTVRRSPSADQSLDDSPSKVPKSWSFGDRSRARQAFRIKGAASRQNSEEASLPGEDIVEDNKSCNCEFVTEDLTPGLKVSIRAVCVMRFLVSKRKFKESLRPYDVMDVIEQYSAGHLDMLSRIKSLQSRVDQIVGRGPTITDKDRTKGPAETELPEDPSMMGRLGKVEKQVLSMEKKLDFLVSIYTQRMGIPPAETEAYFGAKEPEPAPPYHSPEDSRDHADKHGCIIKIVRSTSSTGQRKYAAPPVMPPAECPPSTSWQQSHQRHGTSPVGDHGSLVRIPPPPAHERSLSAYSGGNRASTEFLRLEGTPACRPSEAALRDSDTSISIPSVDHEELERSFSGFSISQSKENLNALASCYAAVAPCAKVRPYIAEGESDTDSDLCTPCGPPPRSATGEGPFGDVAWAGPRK
Calls only; i = inactive.

CHT inh	KCNQ2 block	canonical_smiles
i	i	O=C1CC(=O)N2N=C(c3ccc([N+](=O)[O-])cc3)SC2=N1
i	i	Cc1nn(CC(=O)NCc2cccs2)c(=O)c2nn(-c3ccccc3)c(C)c12
i	i	COc1ccccc1[C@@H]1C(c2cccc(Cl)c2)=NN(c2ccccc2)[C@H]1C(=O)N1CCOC1=O
i	i	Cc1cc(C)nc(NS(=O)(=O)c2ccc(-n3cccc3)cc2)n1
i	i	N#CCc1c(C#N)c(N)nc(N2CCCC(O)C2)c1C#N (stereo not given)
i	i	O=C(NCc1ccc(F)cc1)C1Cc2ccccc2CN1C(=O)c1ccco1 (stereo not given)
i	i	COc1ccc(NC(=O)CSc2ccc(-c3ccco3)nn2)cc1
i	i	Clc1cccc(CNCCCSc2ncccn2)c1
i	i	COc1cccc(C(=O)NCCSc2ccc(Br)cc2)c1
i	i	COc1ccc(NC(=O)c2cc(C)no2)cc1Cl
i	i	COc1cc2c(cc1OC)C1C(C(=O)Nc3ccccc3N3CCN(C)CC3)c3ccccc3C(=O)N1CC2 (stereo not given)
i	i	Cc1ccc2[nH]c3c(c2c1)CN(C(=O)CN1CCN(c2cccc(C)c2C)CC1)CC3
i	i	Cc1ccc(N(C(=O)Cn2nnc(-c3cccs3)n2)C(C(=O)NC2CCCC2)c2ccncc2)cc1 (stereo not given)
i	i	Cc1cc(C)c(S(=O)(=O)Nc2ccccc2C(=O)N2CCOCC2)c(C)c1
i	i	CCOc1nc(CC(C)C)c2c(c1C#N)CC(C)(C)OC2
i	i	COc1ccccc1NC(=O)CCCCCN1C(=O)c2cccc([N+](=O)[O-])c2C1=O
i	i	CCCC(=O)NC(=S)Nc1ccc(NC(=O)c2cccs2)cc1
i	i	CN1CCN(NC(=O)Nc2cc(Cl)cc(Cl)c2)CC1
i	i	O=c1oc2ccccc2cc1-c1csc(Nc2nc3ccc(F)cc3s2)n1
i	i	COc1ccc2sc(C)nc2c1NC(C)=O
i	i	O=C1CCc2cc(S(=O)(=O)NCCC(=O)NC3CCCCC3)ccc2N1
i	i	CCCCNC(=O)N(O)C1N(/N=C/c2ccccc2F)C(=S)SC1(C)C (stereo not given)
i	i	COc1cccc(S(=O)(=O)NCC(=O)N2CCCCCC2)c1
i	i	O=C(c1ccccc1)C1CCN(C(=O)Nc2ccccc2)CC1
i	i	Cc1cccc(C(=O)NC2CCN(S(=O)(=O)c3ccccc3)CC2)c1
i	i	CCOc1ccc(NC(=O)N2CCC(NC(=O)C(Cc3ccccc3OC)NC(C)=O)CC2)cc1 (stereo not given)
i	i	Cc1nc([N+](=O)[O-])cn1C(C)C
i	i	COC(=O)Cc1ccc(NC(=O)c2ccccc2Cl)cc1
i	i	CCCC12CN3CC(C)(CN(C1)C3c1ccco1)C2=O (stereo not given)
i	i	CCOC(=O)c1c[nH]c(=O)c(Br)c1O
i	i	Cc1ccc(-n2c(SCC(=O)N3CCOCC3)nc(O)cc2=O)cc1
i	i	CC1CC(C)CN(c2oc(-c3ccccc3Cl)nc2C#N)C1 (stereo not given)
i	i	O=c1c(=Nc2ccccc2O)c(=O)c2ccccc12
i	i	O=C(NCCN1CCN(C(=O)Nc2ccccc2)CC1)Nc1ccccc1
i	i	COc1ccc(C2C3=C(N=C4SCC(=O)N42)c2ccccc2CC3)cc1 (stereo not given)
i	i	CC(C)=CC1C=C(C)C(C)C2C(=O)NNC(=O)C12 (stereo not given)
i	i	Cc1cccc(OCC(=O)O/N=C(\N)c2ccc(Cl)cc2)c1
i	i	O=C(CN1C(=O)CSc2ncccc21)Nc1cccc(Cl)c1
i	i	CC(=O)c1coc2ccc(OCCN3CCCCC3)cc12
i	i	COc1ccc(Oc2nc(C)cc(C)c2C#N)cc1
i	i	S=c1[nH]nc(-c2ccc(Cl)cc2)n1-c1ccc(Cl)cc1
i	i	O=C(NCc1ccccc1)C1=C[C@H](c2ccc3c(c2)OCO3)C[C@H](OCCCCO)O1
i	i	COc1cccc(CNC(=O)C2CCN(c3cnccn3)CC2)c1
i	i	COC(=O)c1sc(C(=O)OC)c(C(=O)OC)c1C(=O)OC
i	i	Cc1nn(-c2ccccc2)c(N2CCCC2)c1/C=N/NC(=O)C1CC1
i	i	CCOC(=O)C1CCCN(CC(O)COCc2ccccc2OC)C1 (stereo not given)
i	i	Cc1cccc(C(=O)NNc2ncnc3c2cnn3C)c1
i	i	COCCCNC(=O)c1cc2cc([N+](=O)[O-])cc(OC)c2oc1=O

Molecules from the list above containing fluorine, in the order listed:
CHT inh	KCNQ2 block	canonical_smiles
i	i	O=C(NCc1ccc(F)cc1)C1Cc2ccccc2CN1C(=O)c1ccco1 (stereo not given)
i	i	O=c1oc2ccccc2cc1-c1csc(Nc2nc3ccc(F)cc3s2)n1
i	i	CCCCNC(=O)N(O)C1N(/N=C/c2ccccc2F)C(=S)SC1(C)C (stereo not given)

Next entries:
CHT inh	KCNQ2 block	canonical_smiles
i	i	CCOc1ccc(CCNC(=O)COC(=O)CNS(=O)(=O)c2ccc(C)cc2)cc1OCC
i	i	CC(C)OC(=O)c1cccnc1SCC(=O)N(C)c1ccccc1
i	i	CCOc1ccc(NS(=O)(=O)c2csc(C(N)=O)c2)cc1
i	i	Cc1c(Cl)cnc(NC(=O)COC(=O)c2nn(C)c(=O)c3ccccc23)c1Cl
i	i	Cc1ccc(S(=O)(=O)Nc2cccc(C(=O)NCC(c3ccccc3)N(C)C)c2)cc1F (stereo not given)
i	i	COc1ccc(CNc2nc3c(c(=O)n(Cc4ccc(Cl)cc4)c(=O)n3C)n2C)cc1
i	i	Cc1ccc(C)c(NC(=O)CN(C)C(=O)c2cc3ccccc3o2)c1
i	i	O=[N+]([O-])c1ccc2ccn(C3OCC(O)C(O)C3O)c2c1 (stereo not given)
i	i	COc1cccc(CN2CCN(CCCc3ccccc3)C(CCO)C2)c1O (stereo not given)
i	i	C=C(C)[C@@H]1CC=C(CN2CCN(Cc3ccccc3)CC2)CC1
i	i	O=C(Cn1cnc2ccccc2c1=O)c1c[nH]c2ccccc12
i	i	CCOc1ccc(CCNC(=O)CCc2nnc3ccc(N4CCOCC4)nn23)cc1
i	i	COc1ccc2c(c1)[nH]c(=O)c1sc3ccccc3c12
i	i	CC(C)(C)NC(=O)CSc1nc2ccc(NC(=O)CSc3nnc(N)s3)cc2s1
i	i	Cc1ccc(C)c(S(=O)(=O)NC(Cc2c[nH]c3ccccc23)C(=O)O)c1 (stereo not given)
i	i	O=c1cc(CS(=O)(=O)c2ccccc2)nc(-c2ccncc2)[nH]1
i	i	CNC(=O)COc1cccc(C(=O)NCc2ccccc2)c1
i	i	O=C(/C=C/c1cccc(Cl)c1)Nc1ncccn1
i	i	NC(=O)c1c(-c2ccccc2)oc2ccc(O)cc12
i	i	COc1ccc(CN2CCN(C(=O)c3cccc4ccccc34)CC2)cc1Br
i	i	NS(=O)(=O)c1ccc(CCNC(=O)CSc2cccs2)cc1
i	i	O=C(COc1ccccc1C(=O)Nc1ccccc1)c1ccc(F)cc1
i	i	OC(COc1ccccc1)CN1C2=NCCCN2c2ccccc21 (stereo not given)
i	i	COc1cccc(NC(=O)C(C)NS(=O)(=O)c2ccc(Br)cc2)c1 (stereo not given)
i	i	CCOC(=O)c1c(C)nc2sc(C(N)=O)c(N)c2c1-c1ccc(OC)cc1
i	i	CC1CCCC(C)N1C(=O)COc1ccc(C(=O)N/N=C/c2ccc(C(=O)O)cc2)cc1 (stereo not given)
i	i	O=C(NCc1ccccc1)C1=C[C@H](c2csc3ccccc23)C[C@H](OCCCCO)O1
i	i	CC(C(=O)NCCCN1CCOCC1)n1cccc1C(=O)c1ccccc1 (stereo not given)
i	i	COc1cc(NC(=O)c2ccc3c(c2)OCCO3)ccc1NC(=O)c1cccs1
i	i	CN(C)CCNc1ncnc2ccccc12
i	i	COc1ccc(CNC(=O)CN2C(=O)CSc3ccc(S(=O)(=O)N4CCCCC4)cc32)cc1
i	i	Cc1cccc(C)c1NC(=O)Cn1nnc(C(=O)Nc2ccc(F)cc2F)c1N
i	i	CNC(=S)N1CCC(NC(=O)C23CC4CC(CC(C4)C2)C3)CC1
i	i	COc1ccccc1N1CCN(C(CNS(=O)(=O)c2ccccc2)c2ccccc2)CC1 (stereo not given)
i	i	Cc1cc(C)nc(NC(=O)c2ccc([N+](=O)[O-])c(C)c2)n1
i	i	COCCn1nnnc1C(c1ccccc1OC)N1CCN(c2ccccc2F)CC1 (stereo not given)

The closing four compounds of the part before are carried over, then new ones follow:
CHT inh	KCNQ2 block	canonical_smiles
i	i	CNC(=S)N1CCC(NC(=O)C23CC4CC(CC(C4)C2)C3)CC1
i	i	COc1ccccc1N1CCN(C(CNS(=O)(=O)c2ccccc2)c2ccccc2)CC1 (stereo not given)
i	i	Cc1cc(C)nc(NC(=O)c2ccc([N+](=O)[O-])c(C)c2)n1
i	i	COCCn1nnnc1C(c1ccccc1OC)N1CCN(c2ccccc2F)CC1 (stereo not given)
i	i	COc1ccc(-c2nc(Cn3c(SCc4ccc(C)cc4)nc4ccncc43)c(C)o2)cc1OC
i	i	O=C(NC1CC2CCC(C1)N2Cc1ccco1)c1ccccc1 (stereo not given)
i	i	CC(Oc1ccccc1)C(=O)Nc1cccc(NC(=O)c2ccco2)c1 (stereo not given)
i	i	COc1ccc(/C=N/NC(=O)Cn2nnc3ccccc32)cc1OC
i	i	O=C(/C(=C/O)N=Nc1ccccc1)c1ccncc1
i	i	COc1cnc(SCC(=O)O)[nH]c1=O
i	i	CCOC(=O)C1CCN(C(c2cc3ccc(C)c(C)c3[nH]c2=O)c2nnnn2C2CCCCC2)CC1 (stereo not given)
i	i	CC(C)CCC(CCN1CCCC1)c1ccc2c(c1)OCO2 (stereo not given)
i	i	CCCN1CCN(C(=O)CCCNC(=O)Cn2cnc3sc(C)c(C)c3c2=O)CC1
i	i	CC(=O)c1sc(NC(=O)CCS(=O)(=O)c2ccc(Cl)cc2)nc1C
i	i	CCOC(=O)c1cnc2c(C)cc(Cl)cc2c1NCCCN1CCOCC1
i	i	Cc1cc(N2CCCCC2)nc2ccccc12
i	i	Clc1ccccc1Cn1nc(-c2ccccc2)nc1-c1ccccc1
i	i	O=C(NNC(=O)c1ccc(Cl)s1)c1csc(N2CCOCC2)n1
i	i	C/C(=N\NC(=O)COc1ccc(C#N)cc1)c1ccccc1OC(F)F
i	i	Cc1ccc2c(ccn3cc4c(c(=O)n(C)c(=O)n4C)c23)c1
i	i	Cc1cc(C)c(NC(=O)COc2ccccc2C(=O)Nc2ccc3c(c2)oc2ccccc23)c(C)c1
i	i	COc1ccc(NC2=C3CCCC=C3N(c3ccc(OC)cc3)C2=O)cc1
i	i	S=c1[nH]nc(COc2ccc(Cl)cc2)n1Cc1ccco1
i	i	CCOC(=O)NC(NC(=S)Nc1ccc(OC)cc1)C(Cl)(Cl)Cl (stereo not given)
i	i	Cc1cc(C(=O)Nc2ccccc2C(=O)O)ccc1NC(=O)COc1cccc(C)c1C
i	i	CC(C)OC(=O)CSc1nnc(-c2cccnc2)n1Cc1ccccc1
i	i	Cn1cc(CC(=O)N2CCN(c3ccc(Cl)cc3)CC2)c2ccccc21
i	i	CCC(COC)NC(=O)c1ccc(OC)c(OC2CCN(C(C)=O)CC2)c1 (stereo not given)
i	i	Cc1ccc(S(=O)(=O)Nc2cc(C(=O)Nc3cc(C)cc(C)c3)ccc2Cl)cc1
i	i	COc1ccc(/C=C(/NC(=O)c2ccc(C)cc2)C(=O)NCc2ccncc2)cc1
i	i	COCCCN1C(=O)C2C(C(=O)Nc3cc(C)cc(C)c3)C3C=CC2(O3)C1C(=O)NC1CCCCC1 (stereo not given)
i	i	c1ccc(CN=C2Nc3ccccc3CS2)nc1
i	i	Nc1nonc1C(=O)NCCNS(=O)(=O)c1ccc(Br)cc1
i	i	O=C(NC(NNc1ccc([N+](=O)[O-])cc1)(C(F)(F)F)C(F)(F)F)c1ccc(F)cc1
i	i	COc1cc2c(cc1OC)C(CSc1ccccc1C(=O)O)=NC(C)(C)C2
i	i	O=C(CSc1nnc(-c2ccc(F)cc2)c2ccccc12)Nc1ccccc1Cl
i	i	O=C(c1ccco1)N(Cc1ccccc1)Cc1ccccn1
i	i	CCC(CC)NC(=O)c1ccccc1Oc1ccccc1
i	i	CC(C)CN(CCC(=O)O)CC(C)C
i	i	COc1ccc(OC)c(CN2CCN(C(=O)c3cc4ccccc4cc3O)CC2)c1

Quoted from above (three entries):
CHT inh	KCNQ2 block	canonical_smiles
i	i	Cc1ccc(S(=O)(=O)Nc2cc(C(=O)Nc3cc(C)cc(C)c3)ccc2Cl)cc1
i	i	COc1ccc(/C=C(/NC(=O)c2ccc(C)cc2)C(=O)NCc2ccncc2)cc1
i	i	COCCCN1C(=O)C2C(C(=O)Nc3cc(C)cc(C)c3)C3C=CC2(O3)C1C(=O)NC1CCCCC1 (stereo not given)

More compounds.
CHT inh	KCNQ2 block	canonical_smiles
i	i	O=C(CCS(=O)(=O)c1ccccc1)N1CCCc2ccccc21
i	i	COc1ccnc(Oc2ccc(C)cc2)c1C#N
i	i	COc1cc(CCC(=O)NCCc2ccc(F)cc2)cc(OC)c1OC
i	i	O=C(O)c1cscn1
i	i	O=C(NC(=O)N1CCCCC1)c1ccccc1
i	i	Cc1cc(C)cc(C(=O)N(C)C2CCCN(Cc3ccccc3F)C2)c1 (stereo not given)
i	i	NC(=O)CC(NC(=O)Cc1cccc2ccccc12)c1ccc(NCc2ccc(F)c(F)c2)c([N+](=O)[O-])c1 (stereo not given)
